Scp1 inh: Scp-1 phosphatase inhibitors, primary screen, biochemical, colorimetric, uHTS; Carboxy-terminal domain RNA polymerase II polypeptide A small phosphatase 1 (Homo …; Recombinant Scp1, phosphopeptide, malachite green phosphate absorbance; inhibition, % at 20 µM; actives 0.88% (n = 340,000);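 active = inhibition above about 50% at 20 µM, limit read from the data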;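 note: plate controls were DMSO wells with enzyme for no effect and wells lacking enzyme for full effect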
Target sequence (Q9GZU7 76-261 limits assumed): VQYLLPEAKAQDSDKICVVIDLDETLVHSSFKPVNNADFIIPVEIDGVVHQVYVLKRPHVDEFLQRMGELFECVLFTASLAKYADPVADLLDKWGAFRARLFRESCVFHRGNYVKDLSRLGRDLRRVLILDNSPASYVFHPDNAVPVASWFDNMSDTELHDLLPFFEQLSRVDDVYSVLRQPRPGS
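assay system = SCP-1 phosphatase catalytic domain, residues 76-261 | buffer or medium = 50 mM Tris acetate pH 5.5, 0.005% Tween-20, 10 mM MgCl2 | incubation = enzyme reaction 45 min at room temperature, colour 5 min, stabilisation 30 min | signal = Phosphate-binding colour reagent, absorbance read at 630 nm | measure = % inhibition at 20 µM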
SUMO1-SIM PPI: modulators of SUMO1 protein-protein interactions, primary screen, biochemical, uHTS; inhibition, % at 20 µM; Small ubiquitin-related modifier 1 (Homo sapiens), P63165; AID 602429, 2012; SUMO1 binding to a labelled peptide, TR-FRET, 1 h; actives 0.33% (n = 360,000); in the data active = inhibition above about 37%
TbMetRS inhib: T. brucei MetRS inhibitors, primary screen, biochemical, luminescence; inhibition, % at 11.9 µM; actives 0.4% (n = 360,000); purified T. brucei MetRS, ATP depletion, Kinase-Glo luminescence; methionyl-tRNA synthetase (Trypanosoma brucei brucei);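 active = inhibition above a per-plate cutoff of the control wells' mean inhibition plus 3 SD, cut at about 5.5% in these data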;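 note: 0% = DMSO wells median and 100% = median of wells with control inhibitor compound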
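Dosing: 11.9 µM single point; system: parasite MetRS enzyme; technique: luminescence of leftover ATP; times: 15 min enzyme-compound preincubation, 2 h reaction, 10 min detection, 25 °C; replicates: each compound tested once; read-out basis: percent inhibition relative to median high and low control wells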
NadD inh: inhibitors of S. aureus NadD, primary screen, biochemical, colorimetric, uHTS | inhibition, % at 20 µM | purified NadD enzyme, colorimetric absorbance read-out | Nicotinate-nucleotide adenylyltransferase NadD (Staphylococcus aureus N315) | actives 0.78% (n = 360,000); in the data active = inhibition above about 26%; note: some compounds past the cut are filed as inactive
CSN deneddyl inh: inhibitors of CSN-mediated cullin deneddylation, primary screen, biochemical, fluorescence polarization, uHTS; COP9 signalosome complex subunit 5 (Homo sapiens), Q92905; Purified CSN, SCF-Nedd8-OG deneddylation; inhibition, % at 12.5 µM; actives 0.38% (n = 360,000); AID 651999, 2013;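 active = pattern-corrected inhibition above about 35%, with an unprinted fluorescence ratio check between 0.5 and 1.5, limit read from the data, passing the limit was not always enough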;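 note: 0% = enzyme with substrate and 100% = substrate without enzyme; some results filed as inactive read as strong as hits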
Target sequence (Q92905 whole entry, looked up, one chain of several): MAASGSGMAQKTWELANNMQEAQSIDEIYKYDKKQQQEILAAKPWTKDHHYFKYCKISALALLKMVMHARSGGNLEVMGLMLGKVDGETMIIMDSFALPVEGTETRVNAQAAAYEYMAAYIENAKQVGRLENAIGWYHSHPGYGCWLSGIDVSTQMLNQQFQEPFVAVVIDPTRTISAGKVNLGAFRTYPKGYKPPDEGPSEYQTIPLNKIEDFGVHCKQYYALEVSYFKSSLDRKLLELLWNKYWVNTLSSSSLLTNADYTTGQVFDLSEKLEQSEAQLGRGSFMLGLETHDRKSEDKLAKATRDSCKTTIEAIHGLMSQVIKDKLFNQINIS
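Assay system: purified human Csn5 enzyme expressed in HEK293T cells; measure: % inhibition; also added: SCFSkp2-Nedd8OG substrate at 10 nM final; technique: fluorescence polarization; times: reaction 90 min, room temperature; medium: Tris buffer pH 7.5, NaCl, DTT, Tween-20, trehalose, ovalbumin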
STEP block: STEP phosphatase inhibitors, primary screen, biochemical, fluorescence intensity, uHTS. inhibition, % at 20 µM. Tyrosine-protein phosphatase non-receptor type 5 (Homo sapiens), P54829. recombinant STEP, OMFP fluorogenic substrate. AID 588621, 2011. actives 0.25% (n = 360,000);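 active = inhibition at 20 µM, scaled per plate between control wells, above about 37%, limit read from the data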;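 note: 0% = DMSO with enzyme and substrate and 100% = substrate only without enzyme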
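Measure: Control-normalized % inhibition with plate pattern correction | Test system: STEP phosphatase, cell-free reaction | Medium: pH 6.0 Bis-Tris with DTT and Tween 20 | Technique: Fluorescence, 480/540 nm | Times: Reaction 20 min, ambient temperature | Doses: Single compound dose of 20 µM, 1% DMSO final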
DNMT1 block: human DNMT1 methyltransferase inhibitors, primary screen, biochemical, molecular beacon, fluorescence, HinP1I cleavage, uHTS. DNA (cytosine-5)-methyltransferase 1 (Homo sapiens), P26358. inhibition (reported as % activation of signal), % at 10 µM. actives 0.83% (n = 360,000). AID 588458, 2011; in the data active = inhibition above about 50%
MLLE-PAM2 inh: inhibitors of PABP1 MLLE–PAM2 peptide binding, primary screen, biochemical, fluorescence polarization, FITC-PAM2, GST-MLLE | Polyadenylate-binding protein 1 (Homo sapiens), P11940 | inhibition, % at 20 µM | actives 0.36% (n = 360,000) | AID 588489, 2011; in the data active = inhibition above about 35%, passing the limit was not always enough;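 note: plate controls were DMSO wells with GST-MLLE for no effect and wells lacking GST-MLLE protein for full effect; some results filed as inactive read as strong as hits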
LMPTP block: LMPTP phosphatase inhibitors, primary screen, biochemical, fluorescence intensity, uHTS; recombinant LMPTP-A, OMFP fluorogenic substrate; inhibition, % at 20 µM; actives 0.22% (n = 360,000); AID 651560, 2012;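 active = compounds that cut the enzyme signal by at least half of the control window in the single-dose screen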;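 note: plate controls were DMSO wells with enzyme plus substrate for no effect and substrate without enzyme for full effect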
Target sequence (P24666 whole entry, looked up): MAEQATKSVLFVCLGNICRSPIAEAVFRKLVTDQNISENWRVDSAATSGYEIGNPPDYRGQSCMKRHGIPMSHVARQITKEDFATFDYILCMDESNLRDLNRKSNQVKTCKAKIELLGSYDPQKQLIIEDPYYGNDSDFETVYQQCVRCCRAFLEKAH
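material = LMPTP-A | quantity = 0.625 nM enzyme | reagent = OMFP substrate, 400 µM final | buffer or medium = Bis-Tris pH 6.0, DTT, detergent | detection = endpoint fluorescence intensity from OMFP dephosphorylation | dosing = single 20 µM dose | read-out basis = % inhibition relative to no-enzyme and uninhibited control wells | control set = no-enzyme and uninhibited controls | timing = 50 min at room temperature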
Rpn11 inh: Rpn11 (PSMD14) deubiquitinase inhibitors, primary screen, biochemical, fluorescence polarization, uHTS | 26S proteasome non-ATPase regulatory subunit 14 (Homo sapiens), O00487 | human 26S proteasome, Ub4-pepOG fluorescence polarization; 20S core pre-blocked with epoxomicin | calls only at 20 µM | actives 0.59% (n = 360,000) | AID 588493, 2011;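 active = inhibition at 20 µM, scaled to each plate's controls, above about 33%, limit read from the data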
Target sequence (O00487 whole entry, looked up): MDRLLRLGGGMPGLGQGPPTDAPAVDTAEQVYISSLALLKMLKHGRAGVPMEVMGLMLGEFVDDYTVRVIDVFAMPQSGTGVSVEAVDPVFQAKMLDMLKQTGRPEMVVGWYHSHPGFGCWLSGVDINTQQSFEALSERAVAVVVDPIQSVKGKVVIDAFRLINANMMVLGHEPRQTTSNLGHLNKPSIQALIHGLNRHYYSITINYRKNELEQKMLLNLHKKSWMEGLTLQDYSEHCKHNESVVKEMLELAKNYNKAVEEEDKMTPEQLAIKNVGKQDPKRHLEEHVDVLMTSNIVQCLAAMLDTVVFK
* = called active by the depositor; i = inactive; · = no result given; + = active, no number.

SMILES,Scp1 inh,SUMO1-SIM PPI,TbMetRS inhib,NadD inh,CSN deneddyl inh,STEP block,DNMT1 block,MLLE-PAM2 inh,LMPTP block,Rpn11 inh
CC(C)OC(=O)CC1C(=O)NCCN1C(=S)NC(=O)c1cccs1 (stereo not given),1.7,-1.3,-0.6,4.6,2.7,0.7,1.5,-30.5,-1.6,i
COc1ccc(NC(=O)Cn2c([N+](=O)[O-])cnc2C)c(OC)c1,·,-9.1,-0.1,-10.0,0.7,-0.5,-10.4,3.2,0.1,i
COc1ccc(-c2noc(CCC(=O)N3CCN(c4ccccc4C(F)(F)F)CC3)n2)cc1,-6.6,-0.2,-0.2,5.8,-2.1,0.0,-5.1,2.4,7.3,i
O=c1c2ccccc2[nH]c(=S)n1CCN1CCCC1,0.3,3.5,-0.7,2.1,4.7,-4.4,7.0,16.0,0.6,i
Cc1n[nH]c(=O)c2c(NC(=O)COC(=O)c3ncc(Cl)c(Cl)c3Cl)oc(C)c12,-1.1,-20.4,-0.3,0.5,-5.1,-3.4,-0.3,-9.9,-4.6,i
CCn1c(=O)c2c(nc3n2CCN3c2ccccc2)n(C)c1=O,-5.2,5.0,-0.7,-4.4,-6.4,0.4,1.1,9.6,-0.1,i
O=C(O)c1ccc(N2C(=O)CSC2c2cccc([N+](=O)[O-])c2)cc1 (stereo not given),-0.7,-7.9,-0.2,0.2,9.3,2.3,-0.1,15.7,-1.4,i
O=C(CCOc1ccccc1)NNC(=O)c1ccccc1,-15.3,2.3,-0.3,-1.3,0.3,-4.0,-3.1,-1.4,-1.6,i
O=C(CCNC(=O)c1ccc(Br)cc1)NCCCN1CCOCC1,-7.6,0.7,-0.3,1.8,-3.3,-2.0,-2.5,2.1,-1.6,i
CC(OC(=O)Cc1c[nH]c2ccccc12)C(=O)c1ccccc1 (stereo not given),-9.7,2.1,-0.3,-7.4,-1.6,3.4,-4.8,-6.5,0.4,i
CS(=O)(=O)N1CCN(c2nc3ccccc3s2)CC1,-10.8,-0.9,-0.2,3.7,-0.1,-1.8,-5.9,-7.5,-1.5,i
CCn1c(O)c(N=NC(=O)CNc2ccc(C)cc2)c2ccccc21,2.1,-22.9,-0.6,6.0,-4.1,5.3,-2.6,2.9,0.8,i
COc1cccc2cc(C(=O)NC(C)c3ccccc3)c(=O)oc12 (stereo not given),-7.5,-30.2,0.1,-10.4,0.3,-2.0,-1.8,12.8,0.0,i
O=[N+]([O-])c1cccc(-n2nnnc2CN2CCCC2)c1,4.8,-17.1,0.5,-1.7,-13.5,-0.7,1.9,9.4,-1.2,i
O=C(COc1ccccc1Br)NC1CCCC1,-5.5,2.7,-0.6,-1.4,-0.8,-2.4,3.7,-3.0,-1.2,i
Cc1cccc(OCC(=O)Nc2cc(Cl)ccc2-n2cncn2)c1C,-5.8,-4.8,-0.4,-1.5,-4.8,-1.8,-3.9,-12.7,-0.4,i
CCOC(=O)C1(C)CCCN(C(=O)CCc2ccccc2)C1 (stereo not given),·,-7.4,0.1,-7.8,0.0,-0.4,3.9,10.8,0.2,i
CC(Cn1cnc2ccccc21)C(=O)O (stereo not given),-1.3,-0.7,-1.5,-1.6,2.4,-5.2,3.2,15.0,-1.5,i
O=C(C1=C(O)C(=O)N(CCN2CCOCC2)C1c1ccco1)c1cc2ccccc2o1 (stereo not given),-2.4,-16.9,0.7,0.3,3.0,-1.2,-5.0,17.1,-0.8,i
O=C(CCN1C(=O)/C(=C/c2cccs2)SC1=S)Nc1cccc(O)c1,-3.8,-28.7,-0.8,-0.9,6.0,-3.3,-3.7,7.2,0.2,i
CC1CC2OC2CC1COC(=O)C1CC2OC2CC1C (stereo not given),-7.7,-0.4,-0.2,-1.3,5.4,-1.3,0.9,-13.0,-2.0,i
Cc1ccc(CNC(=O)c2ccc(S(=O)(=O)N3CCCC3)cc2)cc1,·,-2.1,0.3,-0.2,-6.0,-0.9,6.1,4.5,-0.1,i
CCOc1ccc(CN(C)C(=O)CNC(=O)Cc2cccc3ccccc23)cc1,-0.8,-2.2,-0.3,-4.4,-1.1,2.7,-0.2,4.6,1.9,i
CCOc1ccccc1N1CCN(S(=O)(=O)c2ccc(F)c(F)c2)CC1,0.5,-0.2,0.8,-7.5,1.6,-0.7,-5.6,-1.7,1.1,i
Cc1cccc2c1N(CC(=O)OC(C)C)C(=O)C2=O,-9.1,-15.3,-0.3,3.2,0.3,1.6,0.0,1.1,-0.7,i
COCCn1c(SCc2ccc(C(=O)OC)o2)nc2ccccc2c1=O,4.1,-0.2,-0.9,4.2,2.8,-2.4,3.1,-2.7,1.0,i
COC(=O)c1ccc(OCC2c3cc(OC)c(OC)cc3CCN2C(=O)C2CC2)cc1 (stereo not given),-7.8,-1.1,0.1,0.0,2.7,-5.2,-0.7,-1.2,-0.4,i
O=C(Nc1ccccc1Oc1ccccc1)c1ccccc1F,-13.0,1.0,-0.3,-5.2,-1.5,6.4,9.4,7.4,1.9,i
N#CC1=C2C=CC=CN2CC1=O,-0.6,-4.4,-0.5,1.2,-2.3,-2.2,-1.3,-16.4,-1.8,i
CCOc1cc(/C=C(\CC(=O)O)c2nc3ccccc3s2)ccc1OC,-5.2,-5.9,-0.2,-1.2,4.6,4.1,-1.1,-9.8,0.1,i
CC1(C)CC2(CC(C)(C(=O)CSc3nc4ccccc4s3)OC2=O)C(=O)O1 (stereo not given),-15.4,1.1,0.0,-3.0,5.5,-1.4,-4.3,-12.5,1.0,i
COc1ccc(N(C)C(=O)CCS(=O)(=O)c2cccc3nonc23)c(OC)c1,-6.0,-24.8,-1.2,-2.6,-2.7,4.2,0.5,-8.4,-0.6,i
Cc1ccc(/C=C/C(=O)Nc2cccc3ncccc23)o1,13.0,-0.8,-0.7,1.2,5.0,1.1,-4.7,37.4,4.1,i
COC(=O)c1ccc(CNC(=O)C2CCC(=O)N(Cc3ccccn3)C2)cc1 (stereo not given),1.1,4.1,-0.2,-0.7,-4.5,1.8,2.5,11.2,0.4,i
CCCCN(CC)C(=O)CSc1cc(=O)n(C)c2ccccc12,-4.3,-1.8,0.1,-4.9,4.7,-2.4,-0.3,-1.9,-1.6,i
COc1ccc(OCC(O)CN2CCCC2)cc1 (stereo not given),-3.5,-1.1,-1.1,1.2,-1.4,2.9,-1.4,12.2,-2.0,i
CC(NCC1COc2ccccc2O1)C(=O)NCc1ccccc1 (stereo not given),-3.2,1.5,0.4,-2.8,2.8,-1.4,-1.7,5.5,-1.3,i
CCCS(=O)(=O)NC(=O)C1(C)CCCN(C(=O)c2ccccc2OC)C1 (stereo not given),·,9.0,-0.1,-0.4,-0.5,-2.7,5.3,-4.0,-1.5,i
Cc1cccc2nc(-c3ccco3)c(Nc3ccc4c(c3)OCCO4)n12,0.9,2.1,-0.9,-0.8,-7.7,-2.7,-4.3,-2.3,1.7,i
O=C(CSc1nncn1-c1ccccn1)Nc1cccc(Cl)c1,-9.6,-1.3,1.1,6.9,2.4,12.4,-0.8,13.0,-0.8,i

Arranged by value in SUMO1-SIM PPI (smallest number first): some entries from above
SMILES | Scp1 inh | SUMO1-SIM PPI | TbMetRS inhib | NadD inh | CSN deneddyl inh | DNMT1 block | MLLE-PAM2 inh | LMPTP block | Rpn11 inh
COc1ccc(N(C)C(=O)CCS(=O)(=O)c2cccc3nonc23)c(OC)c1 | -6.0 | -24.8 | -1.2 | -2.6 | -2.7 | 0.5 | -8.4 | -0.6 | i
O=C(CSc1nncn1-c1ccccn1)Nc1cccc(Cl)c1 | -9.6 | -1.3 | 1.1 | 6.9 | 2.4 | -0.8 | 13.0 | -0.8 | i
Cc1ccc(/C=C/C(=O)Nc2cccc3ncccc23)o1 | 13.0 | -0.8 | -0.7 | 1.2 | 5.0 | -4.7 | 37.4 | 4.1 | i

Going on with the list.
SMILES,Scp1 inh,SUMO1-SIM PPI,TbMetRS inhib,NadD inh,CSN deneddyl inh,STEP block,DNMT1 block,MLLE-PAM2 inh,LMPTP block,Rpn11 inh
CC(=O)Nc1ccc(N(C(=O)Cc2cccs2)C(C(=O)NC2CCCC2)c2ccncc2)cc1 (stereo not given),-1.8,0.7,-1.0,-1.1,-0.8,-0.2,12.4,-0.5,-1.0,i
C[C@@H]1CN([C@@H](C)CO)C(=O)c2cccc(NC(=O)Nc3ccc4c(c3)OCO4)c2O[C@H]1CN(C)S(=O)(=O)c1cn(C)cn1,-1.3,-3.5,-0.5,2.4,0.9,-2.0,4.1,5.5,-1.3,i
O=C1NC(=Nc2ccccc2)S/C1=C\c1cccnc1,67.4*,-16.6,0.4,-4.9,2.2,5.8,0.9,-8.4,3.8,i
CC1C(=O)N(Cc2cn(Cc3ccco3)nn2)CCS(=O)(=O)N1Cc1ccc(-c2cccnc2)cc1 (stereo not given),·,17.9,-0.4,8.1,9.6,-0.3,-0.5,-26.5,53.7*,+
CCCCc1ccc(NC(=O)CSc2nc(=O)n3cc(C)ccc3n2)cc1,36.5,-1.2,-0.3,-1.4,0.6,1.1,15.5,-4.8,3.1,i
CCc1nc2c(OCCOc3ccc(F)cc3)cccn2c1N(C)C(=O)C(C)C,·,-1.3,-0.2,-4.6,1.9,-1.1,0.3,1.9,-1.4,i
OC(c1ccc(Cl)cc1)c1ncc(-c2ccc(Cl)cc2)[nH]1 (stereo not given),·,9.3,2.5,-4.7,5.2,-2.5,2.6,-10.9,1.0,i
COc1ccc(N(C(=O)c2ccc(Br)o2)C2C=CS(=O)(=O)C2)c(OC)c1 (stereo not given),-1.8,-0.2,-0.5,-1.6,3.5,-1.1,2.4,14.5,-2.9,i

High-throughput results as filed in PubChem.
